aDG glyco act – increases alpha dystroglycan glycosylation; Pro5-aDG cells, alpha-DG glycosylation AlphaScreen (IIH6); 0% Pro5, 100% B10-LARGE cell signal; activation, % at 10 µM; actives 0.22% (n = 360,000); AID 624168;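 active = activation of at least 8% versus controls, or a plate z-score of at least 8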;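 note: Pro5 are CHO cells carrying HIG-tagged alpha-DG that lacks glycosylation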
NOD2-RIPK2 inh – inhibitors of human NOD2-RIPK2 interaction | inhibition, % at 4.98 µM | AID 624267 | actives 0.38% (n = 360,000) | CHO BLA complementation NOD2-RIPK2, CCF4 ratio; in the data active = inhibition above about 21%;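 note: 0% = vehicle only and 100% = reference blocker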
Target sequence (O43353 whole entry, looked up): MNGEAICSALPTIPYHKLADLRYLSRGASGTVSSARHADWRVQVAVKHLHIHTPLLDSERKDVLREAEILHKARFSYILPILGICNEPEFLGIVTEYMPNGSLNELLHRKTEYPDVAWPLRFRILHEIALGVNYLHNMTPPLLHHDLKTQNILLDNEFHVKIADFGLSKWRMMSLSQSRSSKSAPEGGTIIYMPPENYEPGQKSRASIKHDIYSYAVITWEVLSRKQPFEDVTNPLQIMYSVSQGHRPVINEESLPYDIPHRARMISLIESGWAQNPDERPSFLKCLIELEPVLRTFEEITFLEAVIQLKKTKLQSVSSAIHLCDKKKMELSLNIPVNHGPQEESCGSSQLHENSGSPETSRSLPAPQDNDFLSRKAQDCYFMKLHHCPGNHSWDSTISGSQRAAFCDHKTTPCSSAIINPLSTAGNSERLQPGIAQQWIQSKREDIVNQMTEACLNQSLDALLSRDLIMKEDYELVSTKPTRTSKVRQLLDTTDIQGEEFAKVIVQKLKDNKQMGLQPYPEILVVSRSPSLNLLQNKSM
Glyco luc inh – N-linked glycosylation inhibition; D54 ERlucT glycosylation luciferase reporter, 24 h; percent of 100 nM tunicamycin response; reporter increase, % at 12.5 µM; actives 0.23% (n = 360,000); AID 588692;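 active = mean luciferase reporter signal, scaled so untreated is 0 and the glycosylation-blocking control 100, at or above a set limit in every replicate; inconclusive = mean reaches the limit but not every replicate does; inactive = mean below the limit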;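 note: luciferase carries N-glycosylation sites so blocking glycosylation raises the light; 0% = median of neutral control wells and 100% = median of 100 nM tunicamycin wells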
MC4R antagonist – human MC4R antagonism in cAMP assay | MC4R-expressing cells, MTII-stimulated cAMP, LANCE TR-FRET | inhibition, % at 6.5 µM | actives 0.48% (n = 360,000) | AID 540295;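 active = inhibition above its plate's cutoff, the mean of tested wells on that plate plus 3 SD, cut at about 29% in these data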;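 note: 0% = Melanotan II alone and 100% = Melanotan II plus saturating MCL0020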
Target sequence (P32245 whole entry, looked up): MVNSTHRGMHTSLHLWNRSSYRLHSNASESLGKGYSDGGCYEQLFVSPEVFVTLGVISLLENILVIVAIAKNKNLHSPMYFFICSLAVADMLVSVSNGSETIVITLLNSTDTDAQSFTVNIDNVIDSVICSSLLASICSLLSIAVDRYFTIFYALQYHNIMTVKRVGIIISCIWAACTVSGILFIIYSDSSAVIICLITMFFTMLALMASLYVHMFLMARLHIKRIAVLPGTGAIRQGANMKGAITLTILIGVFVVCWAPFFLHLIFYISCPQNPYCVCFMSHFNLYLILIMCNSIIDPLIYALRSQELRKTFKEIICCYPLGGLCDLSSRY
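System – human MC4R-expressing U2OS cells · Also added – Melanotan II · Dosing – one concentration, 6.5 µM nominal · Timing – 30-min compound, 1-h challenge, 1-h detection, room temperature · Measured by – Eu-cAMP/anti-cAMP TR-FRET, emission 671 nm · Replicates – singlicate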
MC4R barr agon – agonists of human melanocortin 4 receptor (MC4R) beta-arrestin; U2OS MC4R beta-arrestin complementation, luminescence; percent of melanotan II response, DMSO zero; actives 0.98% (n = 360,000); P32245; activation, % at 8.9 µM;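 active = activation above a per-plate cutoff, the mean activation of sample wells on that plate plus 3 SD, cut at about 8% in these data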
ABCB6 inh MLPCN – human ABCB6 transporter inhibition; Q9NP58; K562-ABCB6 porphyrin accumulation, flow cytometry, 1 h; stronger effect = lower value; actives 0.19% (n = 360,000); AID 602162; fluorescence ratio to DMSO, % at 10 µM;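 active = fluorescence ratio to DMSO below 75%, the collection mean minus 3 SD; inconclusive = too few cells collected in the well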;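 note: signal is porphyrin accumulated inside mitochondria; 100% equals median channel fluorescence of DMSO control wells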
Exocytosis inh – lytic granule exocytosis inhibition; TALL-104 LAMP-1 surface exposure, flow cytometry; cells stimulated with thapsigargin and PMA; inhibition, % at 10 µM; actives 0.66% (n = 360,000);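 active = inhibition above about 55%, limit read from the data; inconclusive = no clear call, values can overlap the other calls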
ABHD5 PLIN5 PPI – blocks binding of human ABHD5 to perilipin-5; Split G. princeps luciferase complementation, luminescence, 4 h; inhibition, % at 4 µM; actives 0.78% (n = 360,000); AID 602281;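 active = inhibition above the mean inhibition across every tested compound plus 3 SD, cut at about 22% in these data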;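 note: 0% = DMSO only wells and the 100% control is not disclosed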
Vif imaging – HIV Vif inhibition | HEK293T cells, Vif self-association by quenched fluorescence, imaging, 24 h | actives 0.35% (n = 340,000) | AID 602346 | inhibition, % at 7.49 µM; in the data active = inhibition above about 50%, passing the limit was not always enough; inconclusive = no clear call, values can overlap the other calls; inactive = below about 31%; note: some results filed as inactive read as strong as hits
TLR9-MyD88 inh – inhibitors of human TLR9-MyD88 binding; actives 0.21% (n = 340,000); Q9NR96+Q99836; inhibition, % at 4.98 µM; CHO BLA complementation TLR9-MyD88, CCF4 FRET ratio;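 active = inhibition above the mean over all tested compounds plus 3 SD, cut at about 21% in these data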;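 note: 0% = DMSO only wells and 100% = clavulanate BLA inhibitor control wells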
Starred values were filed as active, the others as inactive; u = inconclusive; x = no result given. Some of the compounds tested; rates above refer to the full screens.

The line under a structure holds: aDG glyco act	NOD2-RIPK2 inh	Glyco luc inh	MC4R antagonist	MC4R barr agon	ABCB6 inh MLPCN	Exocytosis inh	ABHD5 PLIN5 PPI	Vif imaging	TLR9-MyD88 inh
O=C(c1cccs1)N1CCCC1
 : 0.1	2	0	-1	-1.6	87	-1	3	0	-9
CCn1nc(C)c(CNC(=O)CC2C(=O)NCCN2CC(C)C)c1C (configuration not stated)
 : -0.1	-5	0	5	-3.4	100	0	-7	-5	0
C=CCn1c(SCC(=O)NC(=O)Cc2ccccc2)nc2ccccc2c1=O
 : 0.4	9	0	3	-3.1	99	2	-1	-3	-8
CC(C)Oc1ccc(C(=O)Nc2ncn[nH]2)cc1
 : 0.1	8	-2	14	1.5	100	-14	0	-5	-12
Cc1ccc(NC(=S)N2CCCC(O)C2)cc1 (configuration not stated)
 : -0.2	-8	1	6	0.1	95	-2	3	1	10
CCOc1ccccc1NC(=S)N1CCCc2ccccc21
 : -0.1	-1	-2	4	-0.9	94	0	1	-1	12
O=C(Cn1cnc2c(nnn2Cc2ccccc2)c1=O)N1CCCc2ccccc21
 : 0.0	-8	-3	12	0.3	381	5	3	x	-3
CN(CC(=O)Nc1ccc(S(=O)(=O)N2CCCC2)cc1)Cc1ccc(Cl)c(Cl)c1
 : -0.1	-10	-4	24	1.4	97	-6	-12	-2	7
O=C(NCCc1ccccc1)c1ccccc1C(F)(F)F
 : -0.1	-7	0	-2	0.4	97	-2	-2	u	-1
Cc1cc(C(=O)COC(=O)C2CCN(C(=O)c3ccc(Cl)cc3)CC2)c(C)n1CC1CCCO1 (configuration not stated)
 : 0.2	0	-3	5	-1.9	98	2	4	6	5
COc1ccccc1C/C(N)=N/OC(=O)COc1ccccc1C
 : -0.1	-7	0	0	1.5	97	0	0	8	-14
CC(C)(CO)N=Cc1c(O)[nH]c2ccccc12
 : 0.2	-3	0	2	0.0	98	-3	-6	-1	-3
Cc1cc(Br)cn2c(Cc3cccc(Cl)c3)c(-c3cccc(Cl)c3)nc12
 : 0.0	-6	x	x	x	104	-4	-10	x	x
COc1cc(C(=O)OCn2nnc3ccccc3c2=O)cc(OC)c1OC
 : 0.0	-5	4	8	-0.1	95	4	-3	8	-1
CCN(c1ccccc1)S(=O)(=O)c1cc2c(cc1C)n(C)c(=O)c(=O)n2C
 : -0.1	-2	-1	15	-1.2	102	-1	-7	19	-2
O=C(CCCC(=O)OCC(=O)c1ccc(Cl)cc1)NC1CCCCC1
 : -0.1	-22	0	7	2.1	91	2	9	6	-11
CCN(CC)S(=O)(=O)c1ccc(OCC(=O)NC2CCS(=O)(=O)C2)c([N+](=O)[O-])c1 (configuration not stated)
 : 0.1	-1	3	10	-2.4	96	-2	1	6	8
CCN1C(=O)C(=O)N(CC(=O)Nc2cc(C)ccc2C)C1=O
 : 0.1	-6	4	-1	0.2	97	3	4	14	-15
COc1ccc(-c2cc(C(=O)NN)[nH]n2)cc1
 : -0.1	-2	0	-16	0.0	106	-2	3	x	17
COc1ccc(CCNC(=O)CSc2n[nH]c(N)n2)cc1
 : 0.0	-4	2	-2	0.0	84	14	-2	7	2
COc1ccc(OC)c(S(=O)(=O)N2CCCC(C(=O)NCc3ccncc3)C2)c1 (configuration not stated)
 : -0.1	0	1	3	0.9	104	-8	-6	-5	0
CS(=O)(=O)NCCNc1ncc(C(F)(F)F)cc1Cl
 : 0.1	3	0	0	3.0	92	3	-9	-7	-3
COc1ccc(-c2nc(=S)[nH][nH]2)cc1
 : -0.3	0	1	12	1.4	102	56*	-3	17	-3
O=C1c2ccccc2C(=O)N1CC(O)COc1cccc2ccccc12 (configuration not stated)
 : -0.1	3	0	x	x	98	1	10	u	x
Cc1ccc2nc3c(cc2c1)c(NC(=O)C1CCCO1)nn3CC(C)C (configuration not stated)
 : 0.5	2	4	7	0.2	95	0	2	0	-6
COc1ccc(S(=O)(=O)N2CCCC2C(=O)Nc2nc3c(s2)CCCC3)cc1 (configuration not stated)
 : 0.0	0	-1	5	-2.9	95	-1	-5	-11	0
Cn1nc(-c2ccc(NCCO)c([N+](=O)[O-])c2)c2ccccc2c1=O
 : -0.4	-17	0	-12	1.2	92	14	-1	2	-1
O=C(Nc1ccc(-c2ccccc2)cc1)c1ccccc1
 : -0.1	-2	2	8	0.4	96	6	8	-5	-9
COc1cc(C(=O)NCc2nnc(SCC(=O)Nc3cccc(C)c3)o2)cc(OC)c1OC
 : 0.0	3	1	11	1.0	97	2	7	-3	-6
CCOCCOC(=O)COc1ccc2c(-c3ccccc3)cc(=O)oc2c1
 : -0.3	-10	-1	15	2.9	103	-3	-2	1	1
Cc1cccc(N2CCN(C(c3ccc(N(C)C)cc3)c3nnnn3C(C)(C)C)CC2)c1C (configuration not stated)
 : 0.9	-3	-1	-1	-1.6	95	6	4	5	0
O=C(OCCOc1ccc(Br)cc1)c1cnccn1
 : -0.3	-2	2	7	0.1	96	-1	0	7	-16
NC(=O)c1sc2nc3c(c(-c4ccccc4)c2c1N)CCC3
 : -0.1	1	-11	-10	0.8	102	5	-6	-9	5
COc1ccc(N(C(=O)c2cccnc2)S(=O)(=O)c2ccc(Cl)cc2)cc1
 : -0.1	-9	0	9	2.5	106	-1	0	-6	-8
CC(Sc1ccc(Cl)cc1)C(=O)Nc1ccccc1C(=O)N1CCOCC1 (configuration not stated)
 : 0.4	-23	0	-8	-0.2	109	-1	-3	-9	-6
COC(=O)CSc1nnc(-c2ccc(OC)c(OC)c2)o1
 : -0.1	3	4	16	-2.2	105	1	0	-1	7
CCN(C(=O)CSc1nnc(COc2ccccc2F)n1N)c1c(N)n(Cc2ccccc2)c(=O)[nH]c1=O
 : 0.0	-4	1	-7	-0.6	102	1	-7	6	-4
Cc1ccccc1C(=O)N[C@H](C(=O)OCC(=O)c1ccc[nH]1)C(C)C
 : -0.1	-3	1	7	-1.4	93	3	-2	-3	-5
CC(Sc1ncn[nH]1)C(=O)Nc1cc(C(F)(F)F)ccc1Cl (configuration not stated)
 : 0.0	-11	0	-2	-1.9	94	2	-6	-4	0
C=CCNC(=O)/C(C#N)=C/c1ccc(SC)cc1
 : 0.2	8	6	1	-2.9	98	0	5	x	7
COc1ccccc1NS(=O)(=O)c1ccc(S(=O)(=O)N2CCOCC2)cc1
 : 0.2	-5	1	3	-1.4	103	-2	4	-8	-4
COC(=O)C1=C(C)Nc2sc(C(N)=O)c(N)c2C1c1ccncc1 (configuration not stated)
 : -0.3	-9	4	1	-1.8	96	2	4	-6	8
NCCCC(N)(C(=O)O)C(F)F (configuration not stated)
 : 0.1	-4	1	4	-1.1	101	-2	6	-6	-5
COc1cccc(-c2cc(C(=O)N3CCN(Cc4ccccc4)CC3)no2)c1
 : 0.3	11	-2	2	-1.3	94	-4	0	-7	4
Cc1c(Cl)cccc1NC(=O)CCC(=O)N/N=C/c1ccco1
 : 0.1	0	1	2	-3.7	103	5	-4	-9	4
Cc1ccc(-n2c(C)cc(C(=O)CSc3nncs3)c2C)cc1
 : 2.5	-10	-9	-9	1.5	97	1	-1	-12	-12
COc1cc(CNC[C@H]2O[C@@H](n3cc(C)c(=O)[nH]c3=O)C[C@@H]2O)ccc1OCc1cccc(Cl)c1
 : 0.2	-4	4	4	0.8	99	-3	-3	x	9
Cc1ccc(NC2CCCN(C(=O)C3CCCC3)C2)cc1C (configuration not stated)
 : 0.2	-6	0	-2	-2.8	98	0	-2	-5	-9
Cc1c(Br)c(-c2n[nH]c(=S)n2Cc2ccco2)nn1C
 : -0.2	0	1	6	-2.1	97	-2	-1	2	-6
O=C(NC(=O)N1CCN(c2cccc(Cl)c2)CC1)c1ccc(Cl)cc1
 : 0.2	-4	2	5	6.2	100	4	-3	-3	-13

Next entries:
The line under a structure holds: aDG glyco act	NOD2-RIPK2 inh	Glyco luc inh	MC4R antagonist	MC4R barr agon	ABCB6 inh MLPCN	Exocytosis inh	ABHD5 PLIN5 PPI	Vif imaging	TLR9-MyD88 inh
Cc1nc2c(sc(=S)n2Cc2ccco2)c(=O)n1CC(=O)Nc1cc(F)ccc1F
 : 0.5	-10	1	9	12*	105	-5	-2	-9	-16
O=C(C1=NN[C@@H]2C(=O)N(c3cccc(F)c3)C(=O)[C@H]12)c1cnccn1
 : 0.1	5	1	5	-2.3	104	17	1	x	x
CCC(C)(C)n1nnnc1CN(Cc1ccc(Cl)cc1)Cc1ccco1
 : 0.2	-18	-7	5	2.5	109	46	4	6	1
Cc1onc(-c2ccccc2)c1C(=O)N/N=C/c1cc2c(cc1Cl)OCO2
 : 0.4	0	0	7	-1.5	97	5	0	0	-1
CC(C)(C)NC(=O)C(=O)NNC(=O)c1ccccc1
 : -0.3	9	0	-4	-0.7	98	0	-4	6	-2
COc1ccccc1/C=C/C(=O)NC(=S)Nc1ccc(S(=O)(=O)N(C)c2ccccc2)cc1
 : -0.4	-13	2	2	0.2	101	-4	6	x	-2
O=C(NCCN1CCOCC1)c1cc(Sc2ccc(F)cc2F)nc2ccccc12
 : 0.0	4	0	2	-1.3	99	1	2	-5	-8
O=[N+]([O-])c1ccc(O)c(/C=N/Nc2ncnc3c2cnn3-c2ccccc2)c1
 : 0.0	-1	-10	3	-0.7	98	12	0	2	-6

3 entries already listed, ordered by the number in ABCB6 inh MLPCN, ascending:
The line under a structure holds: aDG glyco act	NOD2-RIPK2 inh	Glyco luc inh	MC4R antagonist	MC4R barr agon	ABCB6 inh MLPCN	Exocytosis inh	ABHD5 PLIN5 PPI	Vif imaging	TLR9-MyD88 inh
Cc1cccc(N2CCN(C(c3ccc(N(C)C)cc3)c3nnnn3C(C)(C)C)CC2)c1C (configuration not stated)
 : 0.9	-3	-1	-1	-1.6	95	6	4	5	0
O=C1c2ccccc2C(=O)N1CC(O)COc1cccc2ccccc12 (configuration not stated)
 : -0.1	3	0	x	x	98	1	10	u	x
Cc1nc2c(sc(=S)n2Cc2ccco2)c(=O)n1CC(=O)Nc1cc(F)ccc1F
 : 0.5	-10	1	9	12*	105	-5	-2	-9	-16

Quoted at random: 4 entries already listed.
The line under a structure holds: aDG glyco act	NOD2-RIPK2 inh	Glyco luc inh	MC4R antagonist	MC4R barr agon	ABCB6 inh MLPCN	Exocytosis inh	ABHD5 PLIN5 PPI	Vif imaging	TLR9-MyD88 inh
O=C(C1=NN[C@@H]2C(=O)N(c3cccc(F)c3)C(=O)[C@H]12)c1cnccn1
 : 0.1	5	1	5	-2.3	104	17	1	x	x
CC(C)(C)NC(=O)C(=O)NNC(=O)c1ccccc1
 : -0.3	9	0	-4	-0.7	98	0	-4	6	-2
COc1ccccc1/C=C/C(=O)NC(=S)Nc1ccc(S(=O)(=O)N(C)c2ccccc2)cc1
 : -0.4	-13	2	2	0.2	101	-4	6	x	-2
Cc1nc2c(sc(=S)n2Cc2ccco2)c(=O)n1CC(=O)Nc1cc(F)ccc1F
 : 0.5	-10	1	9	12*	105	-5	-2	-9	-16
